AMA1-RON2 inh: inhibitors of Plasmodium falciparum AMA1-RON2 interaction; Potency, µM (series often up to 58.2 µM), for inactives: top-dose activity change, negative = inhibition, most hits filed as inhibitors; AlphaScreen AMA1-biotinylated RON2 peptide binding; AID 720542; actives 0.2% (n = 360,000);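 also: potency is read from the fitted curve at half-maximal effect; 0% = vehicle wells and -100% = peptide control; nearly all actives have a fitted effect of over 45% in size; some results filed as inactive show a strong effect at the top dose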
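AMA1 (3D7) with his tag at 25 nM final met compounds first, then biotinylated RON2 peptide at 25 nM; detection used donor plus acceptor beads, 10 µg/mL apiece, read by AlphaScreen after 30 min at room temperature.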
Pf growth 48h: inhibits P. falciparum growth in the first generation, 48 h. P. falciparum luciferase growth in erythrocytes, 48 h. Potency, µM (doses to about 28.7 µM), inactives show top-dose activity change, negative = inhibition, most hits filed as inhibitors. actives 5.9% (n = 310,000). AID 504832; also: potency is read from the fitted curve at half-maximal effect; % is scaled to controls: 0 for no effect and ±100 for the full control effect
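Read-out is firefly luciferase luminescence from an integrated reporter in P. falciparum, so falling signal marks reduced parasite growth. Infected erythrocytes were at 2% hematocrit and 0.1% parasitemia (final) in Albumax-supplemented RPMI 1640.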
Pf growth 96h: P. falciparum growth inhibition at 96 hour, primary screen for plastid delayed-death inhibitors; P. falciparum luciferase reporter growth, 96 h; Potency, µM (series often up to 28.7 µM), without a hit: top-dose activity change, negative = inhibition, actives largely listed as inhibitors; actives 6.9% (n = 320,000); AID 504834; also: potency is read from the fitted curve at half-maximal effect; % is scaled to controls: 0 for no effect and ±100 for the full control effect
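Two-generation exposure (96 h) targets delayed-death phenotype. Reporter parasites carrying integrated firefly luciferase, in red cells at 2% hematocrit and 0.05% parasitemia final, kept at 37 C, 5% CO2; luminescence loss indicates inhibition.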
LmPK inhibitor: inhibitors of Leishmania mexicana pyruvate kinase. actives 0.37% (n = 290,000). Potency, µM (top dose mostly 57.5 µM), inactives show at the top dose activity change, negative = inhibition, most hits filed as inhibitors. purified LmPK, Kinase-Glo ATP luminescence, 1 h; also: potency is read from the fitted curve at half-maximal effect; % is scaled to controls: 0 for no effect and ±100 for the full control effect
Target sequence (Q27686 whole entry, looked up): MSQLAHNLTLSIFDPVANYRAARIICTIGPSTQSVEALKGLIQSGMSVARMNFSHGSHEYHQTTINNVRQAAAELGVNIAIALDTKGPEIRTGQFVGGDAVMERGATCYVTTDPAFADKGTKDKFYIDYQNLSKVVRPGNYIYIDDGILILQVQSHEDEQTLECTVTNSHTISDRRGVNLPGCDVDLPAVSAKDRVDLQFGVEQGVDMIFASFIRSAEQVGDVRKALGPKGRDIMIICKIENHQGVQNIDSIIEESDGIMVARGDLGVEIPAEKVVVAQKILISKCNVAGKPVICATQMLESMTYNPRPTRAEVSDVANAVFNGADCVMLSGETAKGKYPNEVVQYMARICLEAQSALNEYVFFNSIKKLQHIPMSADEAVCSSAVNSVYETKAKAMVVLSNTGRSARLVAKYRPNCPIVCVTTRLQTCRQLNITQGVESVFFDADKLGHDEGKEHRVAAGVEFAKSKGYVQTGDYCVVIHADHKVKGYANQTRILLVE
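qHTS format; LmPK 0.1 nM; substrates PEP 0.5 mM and ADP 0.1 mM. One-hour room-temperature incubation, then coupled luciferase luminescence; 0.5 nM enzyme wells mark activation.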
Shiga inhibitor: Shiga toxin inhibition | Vero cells, Shiga toxin protein synthesis inhibition reporter | inhibition, % at 38.7 µM | actives 9.2% (n = 290,000) | AID 2315; in the data active = inhibition mostly above about 28%, no sharp cut-off; inactive = mostly below about 43%; also: 0% is about no effect
Cycloheximide cs: counter-screen hit for Shiga toxin inhibitors, cycloheximide | cell reporter, cycloheximide protein synthesis inhibition counterscreen | max response, % | actives 12% (n = 300,000); in the data active = max response mostly above about 13%, no sharp cut-off; inactive = mostly below about 14%; also: read at 38.3 µM for the half of the compounds with a filed dose; 0% is about no effect
TbPYK inhibitor: T. brucei pyruvate kinase inhibition; Q57TT1; TbPYK enzyme, Kinase-Glo Plus ATP luminescence, 45 min; Potency, µM (series often up to 76.8 µM), for the others: at the top dose activity, negative = inhibition, hits mostly inhibitors; actives 0.12% (n = 410,000); also: potency is read from the fitted curve at half-maximal effect; % is scaled to controls: 0 for no effect and ±100 for the full control effect; nearly all actives have a fitted effect of over 50% in size
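Assay buffer: 50 mM TEA pH 7.2, 100 mM KCl, 10 mM MgCl2, 0.05% BSA, 0.01% Tween-20. Pyruvate kinase from T. brucei plus substrate met compound, then ADP (130 uM final). Luminescence was read post 45 min RT.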
Numbers without * were called inactive; i = inactive; ? = inconclusive; . = no result given; & = joins results of further samples; [ ] = dose if it differs, or a comment. Unless noted, calls follow the shape of the dose curve; as a rule, active = well fitted curve in the direction sought with a large enough effect; inconclusive = small, poorly fitted or top-dose-only effect, or another doubt; inactive = no such curve, though single readings can be large; an effect the other way counts as inactive or inconclusive.

mol | AMA1-RON2 inh | Pf growth 48h | Pf growth 96h | LmPK inhibitor | Shiga inhibitor | Cycloheximide cs | TbPYK inhibitor
Cc1ccc(-n2c(O)c(C=NC3CCCCC3N)c(=O)[nH]c2=O)cc1C (centres undefined) | -6% | -26% | -15% | -4% | -16 | -1 | 0%
O=C(CC1C(=O)NCCN1Cc1cccc(F)c1)NC1CCCCC1 (centres undefined) | 5% | 13% | 23% | -7% | -30 | 1 | 2%
COc1ccccc1Cn1c(=S)[nH]c2ccc(F)cc2c1=O | 62%[activator] | 23% | ? | 5% | 19 | -3 | -6%
CCn1c(SCC(=O)Nc2ccc3c(c2)OCO3)nnc1C1CC1 | -14% | 27% | ? | 0% | -9 | -3 | 5%
Cc1nc2ccccc2nc1OCC(=O)NCc1ccc2c(c1)OCO2 | 5% | -9% | ? | -2% | 9 | -1 | ?
COc1cccc(C(=O)NCC2CCCN(C3CCCCC3)C2)c1OC (centres undefined) | -2% | ? | 3% | 0% | -3 | -2 | 4%
CCOC(=O)[C@H]1[C@H]2COc3ccccc3[C@@H]2N2C(=O)c3c(C)cc(C)cc3NC(=O)[C@@]12C | -4% | ? | ? | . | . | . | 2%
O=C(N/N=C/c1ccccc1Br)c1cccc(S(=O)(=O)N2CCOCC2)c1 | 20% | ? | ? | . | . | . | -17%
Cc1ncoc1C(=O)N1CCCC(C(=O)c2ccc3c4c(cccc24)CC3)C1 (centres undefined) | -7% | ? | ? | 3% | -4 | -1 | -4%
CCC(CC)C(=O)Nc1cccc(/C(C)=N/NC(=O)c2c(Br)cnn2C)c1 | 15% | -9% | ? | 0% | -8 | -3 | -7%
CCN(CC(=O)Nc1ccccc1OC)C(=O)c1ccc(NS(=O)(=O)c2ccc(C(C)=O)cc2)cc1 | -8% | 13% | 1% | -2% | 1 | -1 | 2%
CCOC(=O)NNC(=O)C1CCC(C)CC1 (centres undefined) | 25% | 21% | 24% | 4% | 8 | -2 | 4%&-3%
CCN(c1ccc(NC(=O)COC(=O)c2cc3ccccc3oc2=O)cc1)C(C)C | ? | 8% | 1% | 1% | -1 | 1 | -7%
O=C(/C=C\Nc1ccc2c(c1)OCO2)c1cccs1 | ? | 25% | 48%[activator] | 11µM* | 66* | 6.9* | ?
O=C(CCc1ccccc1)NCC1(c2ccccc2)CCCC1 | 0% | ? | ? | -1% | 0 | -3 | -7%
CCOc1ccccc1OCC(=O)Nc1ccc(Cl)cc1C(=O)c1ccccc1 | -26% | -20% | ? | 0% | -5 | -2 | 1%
Cc1ccc2c(C)c(C(=O)Nc3cccnc3)oc2c1 | 2% | 50%[activator] | . | 0% | -5 | 20 | 1%
COc1ccc(C(=O)NCC(=O)NCC2COc3ccccc3O2)cc1 (centres undefined) | -19% | . | 59%[activator] | -7% | 32 | -2 | -10%
Cc1ccc(C)c2[nH]c(=O)c(CN(Cc3ccco3)C(=S)NCC3CCCO3)cc12 (centres undefined) | -4% | ? | 0% | 0% | -19 | -2 | -6%
OC(CN=c1sc2ccccc2n1CC(O)COc1ccccc1)COc1ccccc1 (centres undefined) | -5% | 13µM* | -5% | 2% | 9 | 0 | 3%
COCC1CCCCN1C(=O)c1ccc(OC2CCN(CCc3ccccc3)CC2)cc1 (centres undefined) | 0% | ? | 15% | 5% | -7 | -4 | 2%
CCc1[nH]nc2c1C(c1ccsc1)C(C#N)=C(N)O2 (centres undefined) | 5% | 4% | 10µM* | 0% | 1 | -3 | 2%
CS(=O)(=O)c1ccccc1-c1nnc(NC(=O)Cc2ccccc2)o1 | 1% | 0% | ? | -6% | -6 | 1 | 1%
Cc1ccccc1N1CC(O)(c2ccccc2)[N+]2=C1SCC2 (centres undefined) | 0% | 3% | 0% | 3% | -3 | -3 | -4%
COc1ccc(NC(=O)CCNC(=O)c2ccccc2)cc1S(N)(=O)=O | 6% | -1% | -1% | -2% | -5 | 5 | -16%
CN(c1ccccc1)S(=O)(=O)c1cccc(NC(=O)Cn2cnc3ccccc3c2=O)c1 | -7% | . | -34% | -1% | -11 | 1 | 3%
O=C(COC(=O)c1ccccn1)NC1CCCCC1 | 29% | 43%[activator] | 75%[activator] | -4% | 0 | 1 | 0%
CC1CN(C(=O)C(C)Sc2nnnn2C)CC(C)O1 (centres undefined) | 12% | 4% | 21% | 5% | -3 | -3 | 0%
CCOP(=O)(OCC)C(O)c1ccc(N(C)C)cc1 (centres undefined) | -6% | 3% | 28% | 6% | 13 | 1 | 0%
Cc1ccc(NC(=O)CN2CCN(C)CC2)cc1S(=O)(=O)N1CCOCC1 | 83%[activator] | -6% | ? | . | . | . | -6%
O=C(c1ccccc1Nc1ccc(SC(F)F)cc1)N1CCCCC1 | 5% | ? | ? | 3% | -17 | -5 | 2%
O=C(CSc1nnc(COc2ccc(Cl)cc2)n1Cc1ccco1)c1ccccc1F | 4% | -16% | ? | 5% | 20 | 2 | -1%
COc1cccc(-n2nnc3c(=O)n(C/C=C/c4ccccc4)cnc32)c1 | 4% | 8% | 3% | -1% | -8 | -2 | 5%
CCCCSc1nc2c(c(=O)[nH]c(=O)n2C)n1CCc1ccccc1 | -1% | ? | ? | 3% | -3 | 1 | 1%
Cc1noc(C)c1C(=O)OCC(=O)Nc1c(F)cccc1F | -11% | 3% | 24% | 0% | 7 | 8 | -26%
COc1ccc(C(=O)NN(C)c2nc(-c3ccccc3)nnc2C(F)(F)F)cc1 | 1% | 20% | -16% | 2% | 27 | 3 | 0%

Quoted at random: 3 compounds from above
mol | AMA1-RON2 inh | Pf growth 48h | Pf growth 96h | LmPK inhibitor | Shiga inhibitor | Cycloheximide cs | TbPYK inhibitor
O=C(c1ccccc1Nc1ccc(SC(F)F)cc1)N1CCCCC1 | 5% | ? | ? | 3% | -17 | -5 | 2%
Cc1noc(C)c1C(=O)OCC(=O)Nc1c(F)cccc1F | -11% | 3% | 24% | 0% | 7 | 8 | -26%
CC1CN(C(=O)C(C)Sc2nnnn2C)CC(C)O1 (centres undefined) | 12% | 4% | 21% | 5% | -3 | -3 | 0%

Continued:
mol | AMA1-RON2 inh | Pf growth 48h | Pf growth 96h | LmPK inhibitor | Shiga inhibitor | Cycloheximide cs | TbPYK inhibitor
Cc1nn(C)c(C(=O)Nc2ccc3c(c2)OCO3)c1[N+](=O)[O-] | 29% | -7% | ? | -10% | 36 | 21* | -8%
COc1ccccc1N(CC(=O)NCCSCc1cccc(Cl)c1)S(C)(=O)=O | 9% | 15%[0.00184 µM] | -1% | 1% | -6 | -9 | 0%&-9%
CCn1nnc(NC(=O)COc2cc(C)ccc2C(C)C)n1 | -5% | 3% | -4% | -3% | -5 | -2 | 2%
CN(c1ccccc1C(=O)N1CCN(Cc2ccc3c(c2)OCO3)CC1)S(C)(=O)=O | 10% | 11% | ? | -4% | -9 | -2 | 1%
C/C(=N/OC(=O)c1c(-c2c(F)cccc2Cl)noc1C)c1cnccn1 | 1% | 77%[activator] | ? | 4% | -8 | 2 | -4%
C=CCSc1ncc(CO)n1Cc1ccccc1 | 4% | 4% | -20% | 2% | 12 | -4 | -3%
COc1cccc(NC(=O)COC(=O)c2ccc3c(c2)OCO3)c1 | 2% | -5% | 26% | . | . | . | 3%
Cc1nn(CC(=O)Nc2ccc(C(C)C)cc2)c(C)c1[N+](=O)[O-] | -8% | -10% | -5% | 0% | 13 | -6 | 0%
Cc1cc(C(=O)N/N=C/c2ccc(OCc3ccccc3)cc2)c(C)o1 | -1% | ? | 7% | 11% | 56 | 22* | 0%
O=C1/C(=C\c2ccccc2)CCc2c1[nH]c1ccccc21 | 23% | 35%[activator] | 92%[activator] | 2% | 52* | 42* | -7%
CC(C)Oc1ccc(C(=O)NC2=NCCS2)cc1 | 28% | 468%[activator] | 183%[activator] | -10% | 57 | 20* | -18%
CCOc1cc(N2CCOCC2)c(OCC)cc1NC(=O)COC(=O)c1ccc(Cl)cc1N | -1% | ? | ? | . | . | . | 3%
Fc1ccc(-n2c(-c3ccc4ccccc4n3)n[nH]c2=S)cc1Cl | 163%[activator] | 21% | 12% | 8% | 45 | 5 | -27%
Cc1ccc(C(=O)NC(=S)Nc2cccc3c(C)cc(C)nc23)cc1 | 52%[activator] | ? | 12µM* | -1% | 19 | 11 | -8%
CCc1nnc(NC(=O)C(CC)CC)s1 | 14% | -1% | 34%[activator] | -1% | 3 | 0 | -11%
CCN1CCN(CCCNC(=O)C(=O)c2c(C)[nH]c3ccccc23)CC1 | 4% | 44%[activator] | -7% | 0%[11.5 µM] | -15 | 9 | 0%
O=C(Nc1ccc(O)cc1)/C(=C\C=C\c1ccccc1)NC(=O)c1ccccc1 | -4% | 6% | 36% | 0% | 30* | 3 | 3%
CCOc1ccc(NC(=O)c2ccc3c(=O)n(-c4ccc(OC)cc4OC)c(=S)[nH]c3c2)cc1 | . | ? | 7% | -5% | -8 | 8 | .
O=C(CN1CCOCC1)Nc1ncc(Cc2cccc3ccccc23)s1 | 30% | -4% | 10% | 6% | -6 | -2 | 13%
CCOC(=O)c1c(-c2ccccc2)nc2ccc(C)cn12 | -5% | 219%[activator] | 431%[activator] | -21% | 123* | 45* | -2%
Cc1ncc(CN2CCC(CO)(Cc3ccccc3)CC2)s1 | -7% | 0% | ? | 4% | 7 | -2 | 1%
O=C(/C=C(\O)c1ccc(Cl)cc1)C(=O)NNC(=O)C(O)(c1ccccc1)c1ccccc1 | 39%[activator] | 7% | 33%[activator] | 3% | -11 | -2 | ?
Cc1ccnc(SCc2nc3ccccc3s2)n1 | 8% | . | 214%[activator] | -9% | 62* | 32* | -6%
COc1ccc(/C=C(\C#N)C(=O)NCC2CCCO2)cc1OC (centres undefined) | 1% | -7% | ? | -3% | -6 | 6 | -6%
O=C(O)c1cc(-c2ccccc2)on1 | -2% | . | -13% | -2% | 5 | -5 | -11%
O=C(NCc1nc2ccccc2[nH]1)c1ccccc1F | -10% | 70%[activator] | 4% | -1% | 72* | 33* | 2%
O=C(CNC(=O)c1ccc(S(=O)(=O)N2CCCC2)cc1)N/N=C/c1ccc(F)cc1 | 15% | -25% | -16% | 4% | -5 | 8 | 0%
O=C(O)c1ccc(C(=O)Nc2ccc(F)cc2)cc1 | 3% | 31%[activator] | -6% | . | . | . | -1%
O=C1CCC(C(=O)N2CCc3c(Cl)cccc3C2)CN1CCCN1CCOCC1 (centres undefined) | 7% | -14% | -25% | -3% | -16 | 11 | -6%
O=C(Nc1nccs1)c1ccc(CSc2ccccc2)o1 | 110%[activator] | 53%[activator] | ? | -3% | 107* | 58* | 1%
COc1ccc(C(=O)N[C@H](C(=O)N2CCN(c3ccccc3F)CC2)C(C)C)cc1 | -2% | 3% | 22% | -1% | -3 | -2 | 1%
CC(C)c1ccc2oc(-c3cc(N)ccc3O)nc2c1 | 73%[activator] | i | i | -29% | 3 | 12 | -21%
CC(=O)N/N=c1\sc2ccccc2n1C | 13% | -8% | ? | -5% | 29 | 1 | 1%
C=CCn1c(CCC(=O)O)ccc1-c1ccccc1 | -12% | -12% | 88%[activator] | -4% | 4 | -3 | -4%
O=C(CN1C(=O)c2cccc3cccc1c23)NCc1ccncc1 | 0% | 20% | 9% | -1% | -8 | 0 | -3%
CC(=O)Nc1cccc(NC(=O)CSc2ccc(-c3ccccn3)nn2)c1 | ? | ? | ? | -11% | 31 | 6 | -4%

Source: PubChem
